TRPC6 activator: mouse TRPC6 channel activation. Q61143. HEK293-TRPC6 membrane potential dye fluorescence; active compounds read high. B-score at 10 µM. 0.13% of 310,000 active. AID 2550;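 active means B-score of the integrated fluorescence ratio above library mean plus 3 SD, and starting fluorescence ratio within library mean plus 5 SD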;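 further: higher score means more depolarization so channel activation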
MrgX1 PAM: human MrgX1 positive allosteric modulation, primary screen. Q96LB2. MrgX1-HEK293, Fluo-4 calcium flux, FDSS; active compounds read high. B-score at 10 µM. 0.63% of 310,000 active. AID 588675;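 active means plate-corrected calcium response at least 3 library SD above typical, normal starting fluorescence, not activating the receptor alone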;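 further: compound read alongside a low EC10 to EC30 dose of BAM8-22 agonist; peak minus trough fluorescence over baseline measured at the second addition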
TRPC4 inh: blocks the mouse TRPC4 cation channel; Q9QUQ5; HEK293 TRPC4beta/mu-opioid, DAMGO-evoked Fluo4 calcium flux; active compounds read low; B-score at 10 µM; 0.39% of 300,000 active;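 active means B-score over 3 SD under the library average, no early fluorescence shift, positive overall ratio signal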
Target sequence (Q9QUQ5 whole entry, looked up): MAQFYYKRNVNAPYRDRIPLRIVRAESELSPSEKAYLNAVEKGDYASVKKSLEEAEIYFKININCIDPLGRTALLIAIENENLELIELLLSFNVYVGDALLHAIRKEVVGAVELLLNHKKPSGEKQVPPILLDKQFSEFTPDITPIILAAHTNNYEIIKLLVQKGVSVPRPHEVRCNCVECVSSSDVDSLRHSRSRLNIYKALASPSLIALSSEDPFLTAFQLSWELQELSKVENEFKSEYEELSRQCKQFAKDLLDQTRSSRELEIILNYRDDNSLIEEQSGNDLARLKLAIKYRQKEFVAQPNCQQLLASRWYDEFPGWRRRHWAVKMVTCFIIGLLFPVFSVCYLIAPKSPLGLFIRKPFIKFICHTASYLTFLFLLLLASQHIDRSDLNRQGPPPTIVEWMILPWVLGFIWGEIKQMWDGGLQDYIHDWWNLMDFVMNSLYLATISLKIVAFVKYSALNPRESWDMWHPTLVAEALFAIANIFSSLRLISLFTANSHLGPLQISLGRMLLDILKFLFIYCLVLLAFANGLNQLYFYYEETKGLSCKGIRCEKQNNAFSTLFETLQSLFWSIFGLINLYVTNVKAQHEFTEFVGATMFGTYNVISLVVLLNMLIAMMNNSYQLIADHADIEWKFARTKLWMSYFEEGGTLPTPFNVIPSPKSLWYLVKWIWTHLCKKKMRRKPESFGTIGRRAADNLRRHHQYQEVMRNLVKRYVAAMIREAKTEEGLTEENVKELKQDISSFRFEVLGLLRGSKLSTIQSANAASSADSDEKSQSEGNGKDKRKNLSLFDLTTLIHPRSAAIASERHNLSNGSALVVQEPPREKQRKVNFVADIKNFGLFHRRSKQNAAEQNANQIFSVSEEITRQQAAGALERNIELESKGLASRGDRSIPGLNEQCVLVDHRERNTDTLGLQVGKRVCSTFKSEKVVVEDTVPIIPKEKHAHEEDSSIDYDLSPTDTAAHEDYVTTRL
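test system = HEK293 cells with stable TRPC4beta plus mu-opioid receptor expression | detection = Fluo4 Ca2+ flux fluorescence | read-out = integrated fluorescence ratio relative to baseline, converted to per-well B score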
AI-2 QS modul: Vibrio harveyi AI-2 quorum sensing modulation | activity change, % at 7.5 µM | Vibrio harveyi JMH597 AI-2 luminescence/OD600 ratio, 9 h; active compounds read low; strain lacks LuxN and CqsS sensors; 0 = neutral-control median | 0.4% of 300,000 active; in the data active means activity change below about -75%, passing the limit was not always enough;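 further: luminescence divided by OD600 gain over 9 h not by final OD600 alone; inactives centre near 13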
TRPC4 PAM: allosterically enhances the mouse TRPC4 cation channel; Q9QUQ5; HEK293 TRPC4beta/mu-opioid, DAMGO EC20, Fluo-4 Ca2+ flux; active compounds read high; B-score at 10 µM; 0.42% of 310,000 active; AID 2227;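 active means B-score of calcium response area above 5 SD of library B-scores, with initial fluorescence ratio within 5 SD of library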;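 further: B-score of integrated fluorescence ratio over time as area under calcium response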
MrgX1 antagonist: blocks BAM8-22 activation of human MrgX1 receptor. Q96LB2. MRGX1-HEK293 calcium flux, Fluo-4, BAM8-22 antagonism; active compounds read low. AID 588676. B-score at 10 µM. 1.3% of 310,000 active;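 active means calcium-response B-score plate-corrected more than 3 library SD below zero, starting fluorescence within 5 deviations, no agonist response on first addition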;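 further: peak minus trough fluorescence over baseline after final BAM8-22 challenge near maximal dose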
MrgX1 agonist: activates human MrgX1 receptor signaling. AID 588627. 0.44% of 310,000 active. B-score at 10 µM. MrgX1-HEK293 cells, Fluo-4 calcium fluorescence, agonist mode; active compounds read high. Q96LB2;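 active means calcium response B-score plate-corrected fluorescence ratio at least 3 library SD, with starting fluorescence B-score inside 5 SD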
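Assay system: stable human MrgX1 HEK293 cell line. Quantity: 15,000 cells per well. Schedule: cells plated overnight, dye loaded 0.5 h 37 °C, 0.5 h room temperature. Detection: Fluo-4 NW calcium-flux fluorescence, kinetic read. Read-out basis: peak-minus-minimum fluorescence over baseline, converted to B scores. Control set: positive and negative control wells on each plate.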
TRPC6 inh: inhibitors of mouse TRPC6 channel. Q61143. HEK293-TRPC6, membrane potential dye, ACh-evoked depolarization; active compounds read low. B-score at 10 µM. 1.1% of 310,000 active;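 active means B-score under library mean minus 3 SD, initial fluorescence not abnormally high, positive integrated signal ratio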;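 further: B-score derived from integrated fluorescence ratio over the kinetic read; more negative B-score means stronger inhibition of depolarization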
TRPC4 agonist: TRPC4 (mouse) channel activation; Q9QUQ5; HEK293 TRPC4beta/mu-opioid, Fluo4 calcium fluorescence; active compounds read high; B-score at 10 µM; 0.49% of 310,000 active; AID 2237;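 active means B-score above 5 SD of library B-scores, and initial fluorescence ratio not above library mean plus 5 SD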;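 further: positive B-score marks a calcium rise read as TRPC4 activation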
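Incubation: 45 min room-temperature Fluo4 loading, 110 s read / System: HEK293 cells stably co-expressing mouse TRPC4beta and mu-opioid receptor / Signal: Fluo4 fluorescence, kinetic / Control set: buffer (low) and maximal DAMGO (high) / Measure: integrated baseline-normalised fluorescence ratio, converted to per-well B score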
HIF act: HIF pathway transcriptional activation; activation, % at 7.5 µM (by protocol); U2OS HRE-luciferase reporter, luminescence; normalized: DMSO 0%, desferrioxamine 100%; 0.32% of 300,000 active;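 active means mean activation of at least 10% of the iron chelator positive control signal, with at least half of replicates also reaching 10%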
PolyA inhibitor: yeast polyadenylation inhibition; calls only at 12 µM; AID 1875; 0.02% of 300,000 active; S. cerevisiae SKY197-pL101 polyadenylation reporter, beta-gal luminescence; efflux-impaired pdr1/pdr3 knockout yeast; score 100 = 6 SD above DMSO;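 active means lowest replicate activity score at least 50, where 100 means six control SD above control mean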;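 further: yeast exposed to compound for 9 h at 30 °C; higher score means more reporter readthrough which indicates perturbed polyadenylation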
Numbers without * were called inactive; i = inactive; / = not tested or not shown. Not all compounds are listed, so the mix of outcomes need not match the whole.

SMILES	TRPC6 activator	MrgX1 PAM	TRPC4 inh	AI-2 QS modul	TRPC4 PAM	MrgX1 antagonist	MrgX1 agonist	TRPC6 inh	TRPC4 agonist	HIF act	PolyA inhibitor
CN(C)c1ccc(C2C=C(c3ccc(Cl)cc3OC(F)F)Nc3ncnn32)cc1 (stereo not given)	i	i	i	27	i	i	40*	i	i	1.3	/
CCOc1ccc(NC(=O)C2CCCN(c3cnccn3)C2)cc1 (stereo not given)	i	i	i	7	i	i	i	i	i	-0.5	i
Cc1ccc(NC(=O)Nc2ccc(F)cc2)nc1	i	i	i	12	i	i	i	i	i	3.5	i
CSCC[C@H](NC(=O)OC(C)(C)C)C(=O)N1CCC(C(=O)NCC(=O)Nc2ccc(C)cc2)CC1	i	i	i	14	i	i	i	i	i	1.2	i
CC(C)NC(=S)Nc1ccc2nc3n(c(=O)c2c1)CCCCC3	i	i	i	6	i	i	i	i	i	1.2	i
COc1ccc(-c2nc3ccc([N+](=O)[O-])cc3[nH]2)cc1	i	i	i	23	i	i	i	i	i	0.0	i
CCOc1ccc([N+](=O)[O-])c(N)c1	i	i	i	-5	i	i	i	i	i	-0.2	i
OC(c1ccccn1)c1c[nH]c2ccccc12 (stereo not given)	i	i	i	11	i	i	i	i	i	0.0	i
COC(=O)c1ccc(C2SCC(=O)N2Cc2ccccc2)cc1 (stereo not given)	i	i	i	26	i	i	i	i	i	-1.5	i
COCCC(=O)N1CCC(Oc2ccc(C(=O)N3CCCC(COC)C3)cc2)CC1 (stereo not given)	i	/	i	26	i	/	/	i	i	-0.1	i
O=C(Nc1cc(=O)[nH]c2ncnn12)c1ccco1	i	i	i	30	i	i	i	i	i	1.4	i
C=CCN1C(=O)CSC1=Nc1ccc(O)cc1	i	i	/	0	i	i	i	i	i	0.3	i
CCn1c(C)c(P(c2ccccc2)c2ccccc2)[n+]2ccccc12	i	i	i	14	i	i	i	i	i	-0.1	i
O=C(CCC1N=C2c3ccccc3N=C(SCC(=O)NCC3CCCO3)N2C1=O)NCc1ccc(F)cc1 (stereo not given)	i	i	i	19	i	i	i	i	i	-0.1	i
COCCOc1ccc(C(F)(F)F)cc1NC(=O)c1ccc(F)cc1	i	i	i	28	i	i	i	i	i	-0.3	i
NC1=NC2(CCCCC2)n2c(nc3ccccc32)N1	i	i	i	19	i	i	i	i	i	-0.1	i
Cc1ccc(N2CC(C(=O)NCc3n[nH]c(=O)c4ccccc34)CC2=O)cc1 (stereo not given)	i	i	i	20	i	i	i	i	i	-25	i
COC(=O)c1sc2ccccc2c1C(=O)OC	i	/	i	15	i	/	/	i	i	0.4	i
CC(=O)NNC(=S)NCCc1ccccc1	i	i	i	7	i	i	i	i	i	-0.8	i
Cc1cccc(C)c1N1CCN(S(=O)(=O)c2ccc(F)cc2)CC1	i	i	i	-3	i	i	i	i	i	0.4	i
COc1ccc(NC(=O)CCc2nnc3ccc(NCc4ccc5c(c4)OCO5)nn23)cc1	i	i	i	4	i	i	i	i	i	0.3	i
NS(=O)(=O)c1ccc(CNC(=O)Cc2ccccc2[N+](=O)[O-])cc1	i	i	i	12	i	i	i	i	i	0.8	i
C=CCn1c(SCc2cccnc2)nnc1-c1ccncc1	i	i	i	2	i	i	i	i	i	-0.1	/
CCOC(=O)CNC(=O)c1ccc2[nH]c3ccccc3c2c1	i	i	i	29	i	i	i	i	i	-0.3	i
O=C(Nc1ccc(Br)cc1)C1OCCc2ccccc21 (stereo not given)	i	11*	i	17	i	i	i	i	i	/	i

Reprinted at random: 2 compounds from above, in no set order.
SMILES	TRPC6 activator	MrgX1 PAM	TRPC4 inh	AI-2 QS modul	TRPC4 PAM	MrgX1 antagonist	MrgX1 agonist	TRPC6 inh	TRPC4 agonist	HIF act	PolyA inhibitor
C=CCn1c(SCc2cccnc2)nnc1-c1ccncc1	i	i	i	2	i	i	i	i	i	-0.1	/
COc1ccc(NC(=O)CCc2nnc3ccc(NCc4ccc5c(c4)OCO5)nn23)cc1	i	i	i	4	i	i	i	i	i	0.3	i

More results follow:
SMILES	TRPC6 activator	MrgX1 PAM	TRPC4 inh	AI-2 QS modul	TRPC4 PAM	MrgX1 antagonist	MrgX1 agonist	TRPC6 inh	TRPC4 agonist	HIF act	PolyA inhibitor
COc1cccc(NC(=O)COC(=O)c2c(F)cccc2Cl)c1	i	i	i	-14	i	i	i	i	i	2.4	i
CCSc1nc2ccccc2n1Cc1ccccc1F	i	i	i	16	i	i	i	i	i	-1.0	i
COc1ccc(-n2c(O)c(/C=N/n3cnnc3)c3ccccc3c2=O)cc1	i	i	i	-3	i	i	i	i	i	0.1	i
Cc1cccc(C(=O)N2CCCC(Nc3ccc(F)c(F)c3)C2)n1 (stereo not given)	i	i	i	-4	i	i	i	i	i	-0.1	i
COCCNC(=O)c1ccc(N2CC3CC(C2)c2cccc(=O)n2C3)c(NC(=O)c2c(F)cccc2F)c1 (stereo not given)	i	i	i	9	i	i	i	i	i	-0.1	i
CCOC(=O)Cn1c(=O)c2c(nc3n2CC(C)CN3Cc2ccccc2)n(C)c1=O (stereo not given)	i	i	i	21	i	i	i	i	i	-0.2	i
CC1CCN(c2ccccc2NC(=S)NC(=O)c2ccc(-c3cccc([N+](=O)[O-])c3)o2)CC1	i	i	i	4	i	i	i	i	i	-0.2	i
Cc1nn(-c2ccccc2)c2c1C(=O)NC(=O)C(C)(C)C2	i	i	i	23	i	i	i	i	i	-0.2	i
CC(C)N(Cc1ccccc1)C(=O)c1ccc2nsnc2c1	i	i	i	20	i	i	i	i	i	-0.2	i
Cc1cccc(OCCSc2nc(N)cc(N)n2)c1	i	i	i	-18	i	i	i	i	i	0.2	i
CSc1nc2c(c(=O)[nH]c(=O)n2C)n1C/C=C(\C)Cl	i	i	i	21	i	i	i	i	i	-0.3	i
CC1CN(C(=O)c2ccc(COc3ccc(C(C)C)cc3)o2)CC(C)O1 (stereo not given)	i	i	i	18	i	i	i	i	i	5.1	/
COc1cccc(NC(=O)C2CCN(C(=O)[C@@H]3Cc4ccccc4CN3)CC2)c1	i	i	i	17	i	i	i	i	i	0.6	i
CC(C)C1NC(C(=O)O)Cc2c1[nH]c1ccccc21 (stereo not given)	i	i	-7*	5	i	i	i	i	i	-1.3	i
O=S(=O)(N/N=C\C=C\c1ccccc1)c1ccc(Cl)cc1	i	i	i	-94*	i	i	i	i	i	0.3	i
Cc1nn(-c2ccccc2)c(C)c1NC(=O)COC(=O)c1cccc(OC(F)F)c1	i	i	i	5	i	i	i	i	i	-50	i
COc1ccc(N2CC(C(=O)Nc3nnc(C4CCCCC4)s3)CC2=O)cc1 (stereo not given)	i	i	i	18	i	i	i	i	i	0.4	i
COc1ccc(/C=C/C(=O)NC2CCCCCCC2)cc1S(=O)(=O)N1CCOCC1	i	i	i	22	i	i	i	i	i	1.7	i
CCCCCCC(=O)Nc1ccc(Br)cn1	i	i	i	12	i	i	i	i	i	/	i
COc1ccccc1OCc1ccc(C(=O)NC(C)(C)C)o1	i	i	i	25	i	i	i	i	i	-0.1	i
Cc1ccc(N2C(=O)NC(NS(=O)(=O)c3ccccc3)(C(F)(F)F)C2=O)cc1C (stereo not given)	i	i	i	4	i	i	i	i	i	0.1	i
Cc1ccc(N(Cc2ccccc2)C(=O)c2cccc(S(=O)(=O)N3CCN(C)CC3)c2)cc1	i	i	i	-21	i	i	i	i	i	0.2	i
O=C(CCCc1ccccc1)Nc1cccnc1Cl	i	i	i	1	i	i	i	i	i	0.1	i
C/C(CC(=O)Nc1cccc(Cl)c1)=N\NC(=O)Cc1ccc(Cl)cc1	i	i	i	26	i	i	i	i	i	0.2	i
CCOc1ccc2nc(Cl)c(C3CC(c4ccco4)=NN3S(C)(=O)=O)cc2c1 (stereo not given)	i	i	i	10	i	i	i	i	i	0.0	i

New compounds follow.
SMILES	TRPC6 activator	MrgX1 PAM	TRPC4 inh	AI-2 QS modul	TRPC4 PAM	MrgX1 antagonist	MrgX1 agonist	TRPC6 inh	TRPC4 agonist	HIF act	PolyA inhibitor
OCCNCc1cccc(Br)c1	i	i	i	-1	i	i	i	i	i	0.0	i
Cc1ccc(-n2c(NN)nc3ccccc3c2=O)c(C)c1	i	i	i	26	i	i	i	i	i	-0.8	i
COCc1cc(=O)[nH]c(N2CCN(c3ccccc3OC)CC2)n1	i	i	i	-6	i	i	i	i	i	-0.1	i
COc1ccccc1N1CCN(C(=O)c2sc3ncn(CC(=O)N4CCC(C)CC4)c(=O)c3c2C)CC1	i	i	i	40	i	i	i	i	i	0.9	i
CCOCCCNC(=O)C1c2ccccc2Oc2ccccc21	i	i	i	/	i	i	i	i	i	0.1	i
CC1CCCN(Cc2c(O)ccc3c(=O)c(-c4ccc(Cl)cc4)coc23)C1 (stereo not given)	i	/	i	21	i	/	/	i	i	-0.4	i
CC(C)N(C(=O)COC(=O)c1ccc([N+](=O)[O-])cc1)c1ccccc1	i	i	i	-2	i	i	i	i	i	0.7	i
COC(=O)C1=C(Nc2ccc(C)cc2)C=C(C)C(C(=O)OC)C1c1ccc(F)cc1 (stereo not given)	i	i	i	11	i	i	i	i	i	1.5	i
O=C(NCc1ccc2c(c1)OCO2)c1ccc(CSCc2cccc(Cl)c2)o1	i	i	i	9	i	i	i	i	i	-0.7	i
O=C(O)COCC(=O)N1CCN(C(c2ccccc2)c2ccccc2)CC1	i	i	i	13	i	i	i	i	i	0.2	i
COc1ccccc1N1CC(C(=O)Nc2ccccc2N2CCCC2)CC1=O (stereo not given)	i	i	i	9	i	i	i	i	i	0.2	i
Cc1cc(C(=O)N2CCN(c3ncccn3)CC2)c(C)o1	i	i	i	19	i	i	i	i	i	0.2	i
Cc1ccc2c(c1)N(C(=O)CCC(=O)O)CCO2	i	i	i	-3	i	i	i	i	i	0.0	i
COc1ccc(C2CC(=O)c3cnn(-c4nc(C)cc(C)n4)c3C2)cc1OC (stereo not given)	i	i	i	22	i	i	i	i	i	-0.3	i
O=C(NNS(=O)(=O)c1ccccc1)c1ccc(S(=O)(=O)N2CCCCC2)cc1	i	i	i	-96*	i	i	i	i	i	1.9	i

Compound activity: PubChem BioAssay, several laboratories
